hIAP inh – human IAP inhibitors, primary screen, biochemical, luminescence, uHTS; purified IAP, CDP-Star luminescence, 30 min; inhibition, % at 10 µM; 0.12% of 330,000 active; AID 2544, 2010;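 active means inhibition reaching a set limit with compound at 10 µM in the primary screen, cut at about 35% in these data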;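 further: plate controls were DMSO wells with enzyme for no effect and no-enzyme buffer wells for full effect; values of inactives mirror those of a sister screen read the other way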
mIAP inh – inhibitors of mouse IAP, primary screen, biochemical, luminescence, uHTS | purified mouse IAP, CDP-Star luminescence, 30 min | inhibition, % at 10 µM | 0.2% of 330,000 active | intestinal alkaline phosphatase [Mus musculus] | AID 2806, 2010;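 active means inhibition of at least 40% at 10 µM in the primary screen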;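 further: plate controls were DMSO with enzyme for no effect and no enzyme wells for full effect; values of inactives mirror those of a sister screen read the other way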
NALP3 yeast inh – NALP3 inflammasome inhibitors in reconstituted yeast, primary screen, luminescence, uHTS | 0.39% of 330,000 active | inhibition, % at 10 µM | Yeast reconstituted NLRP3/ASC/caspase-1, beta-gal luminescence, 24 h | AID 2825, 2010;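 active means inhibition of 50% or more; inactive means inhibition below 50%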;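 further: plate controls were induced DMSO wells for no effect and uninduced yeast grown without galactose for full effect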
ATG4B inhibitor – ATG4B protease inhibitors, primary screen, biochemical, fluorescence, uHTS | Cysteine protease ATG4B (Homo sapiens), Q9Y4P1 | ATG4B cleavage of LC3-PLA2, NBD-HPC fluorescence, 1 h | inhibition, % at 8.33 µM | 0.51% of 340,000 active | AID 504462, 2011; in the data active means inhibition above about 40%
tim10-1 inh – growth inhibitors of tim10-1 mutant yeast, primary screen, luminescence, uHTS; inhibition, % at 20 µM; S. cerevisiae tim10-1 ts strain growth, BacTiter-Glo, 24 h; 2.2% of 330,000 active;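 active means inhibition of at least 40%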;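 further: mutant grown at 25 °C; 0% = DMSO wells with yeast and 100% = wells holding no yeast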
TIM10 inh – growth inhibitors of isogenic TIM10 control yeast, primary screen, counter-screen for tim10-1 yeast inhibitor project, luminescence, uHTS | S. cerevisiae TIM10 strain growth, BacTiter-Glo luminescence, 24 h | inhibition, % at 10 µM | 1.4% of 330,000 active | AID 463195, 2010;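 active means inhibition of 40% or more at the single tested concentration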;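 further: wild-type TIM10 isogenic control strain grown at permissive 25 °C; 0% = DMSO yeast wells and 100% = minimal medium wells without yeast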
mIAP activ – activators of mouse IAP, primary screen, biochemical, luminescence, uHTS; muIAP, CDP-Star luminescence, 30 min; stronger effect = higher value; 1 = vehicle-only enzyme signal, 0 = enzyme-free wells; activation factor at 10 µM; 0.24% of 330,000 active; AID 2805, 2010;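 active means activation factor of at least 2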; further: the source names both 10 and 20 µM as test concentration; values of inactives mirror those of a sister screen read the other way
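Assay system: mouse IAP enzyme / Compound: DMSO-dissolved test compounds / Timing: 30 min, room temperature / Measured by: luminescence from enzymatic CDP-Star hydrolysis / Control set: DMSO-only wells, enzyme-free buffer wells as negative control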
Apaf1 inhib – inhibitors of human Apaf-1 apoptosome, primary screen, biochemical, DEVD-Rh110 fluorescence, uHTS; inhibition, % at 20 µM; reconstituted apoptosome caspase-3 activity; 0.71% of 330,000 active; active means inhibition of at least 40% at 20 µM;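 further: plate controls were DMSO wells for no effect and DEVD-CHO caspase inhibitor wells for full effect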
Target sequence (O14727 whole entry, looked up): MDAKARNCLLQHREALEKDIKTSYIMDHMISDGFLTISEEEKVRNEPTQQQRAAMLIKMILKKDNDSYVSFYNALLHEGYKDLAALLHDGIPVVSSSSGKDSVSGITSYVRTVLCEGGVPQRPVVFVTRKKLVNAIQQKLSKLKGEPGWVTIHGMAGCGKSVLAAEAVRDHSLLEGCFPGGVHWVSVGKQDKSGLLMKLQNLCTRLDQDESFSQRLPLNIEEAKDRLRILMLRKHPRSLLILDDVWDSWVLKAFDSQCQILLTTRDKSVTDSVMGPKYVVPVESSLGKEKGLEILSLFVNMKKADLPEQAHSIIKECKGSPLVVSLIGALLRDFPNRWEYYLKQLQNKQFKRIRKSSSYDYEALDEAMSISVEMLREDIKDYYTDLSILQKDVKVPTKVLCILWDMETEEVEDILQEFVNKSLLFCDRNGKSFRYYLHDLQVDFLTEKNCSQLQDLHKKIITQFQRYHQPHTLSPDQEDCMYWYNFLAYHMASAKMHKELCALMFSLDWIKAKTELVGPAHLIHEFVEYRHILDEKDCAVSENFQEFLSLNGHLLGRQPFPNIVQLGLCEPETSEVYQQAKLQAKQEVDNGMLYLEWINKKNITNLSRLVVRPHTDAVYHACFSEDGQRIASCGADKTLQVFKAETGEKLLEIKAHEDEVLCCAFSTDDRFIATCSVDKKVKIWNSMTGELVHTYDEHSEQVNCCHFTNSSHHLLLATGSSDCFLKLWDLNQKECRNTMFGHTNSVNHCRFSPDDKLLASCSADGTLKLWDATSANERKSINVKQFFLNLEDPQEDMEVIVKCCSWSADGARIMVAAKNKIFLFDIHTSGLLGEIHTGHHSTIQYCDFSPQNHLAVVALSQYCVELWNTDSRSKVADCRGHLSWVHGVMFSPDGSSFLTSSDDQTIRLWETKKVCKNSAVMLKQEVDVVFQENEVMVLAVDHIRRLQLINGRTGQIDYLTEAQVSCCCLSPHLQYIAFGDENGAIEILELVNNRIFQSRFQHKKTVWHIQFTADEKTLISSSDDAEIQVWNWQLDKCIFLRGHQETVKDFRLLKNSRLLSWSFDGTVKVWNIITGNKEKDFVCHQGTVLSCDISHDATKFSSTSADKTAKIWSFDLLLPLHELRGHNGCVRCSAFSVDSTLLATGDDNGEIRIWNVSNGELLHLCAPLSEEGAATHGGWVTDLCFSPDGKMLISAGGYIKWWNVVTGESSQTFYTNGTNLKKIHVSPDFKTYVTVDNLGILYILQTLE
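System: reconstituted apoptosome with Apaf-1, cytochrome c, caspase-9, procaspase-3, dATP; Signal: Rh110 fluorescence intensity; Schedule: 30 min compound preincubation, 50 min activation, room temperature; Reagent: cytochrome c trigger plus (Z-DEVD)2-Rh110 caspase-3 substrate.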
hIAP act – human IAP activators, primary screen, biochemical, luminescence, uHTS. purified human IAP, CDP-Star luminescence, 30 min; stronger effect = higher value; 1 = vehicle-only enzyme, 0 = enzyme-free background. AID 2524, 2010. 0.16% of 330,000 active. activation factor at 10 µM. Intestinal-type alkaline phosphatase (Homo sapiens), P09923;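 active means activation factor of the enzyme at least 2-fold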; further: the source names both 10 and 20 µM as test concentration; values of inactives mirror those of a sister screen read the other way
Active calls of the source: *; . = no result given.

SMILES	hIAP inh	mIAP inh	NALP3 yeast inh	ATG4B inhibitor	tim10-1 inh	TIM10 inh	mIAP activ	Apaf1 inhib	hIAP act
Cc1nc2ccc(NC(=O)Cc3cccc(F)c3)cc2s1	-15	-15	18	5	-3	6	1.1	-2	1.2
Cc1cc(C)n(CCCO)c(=O)c1C#N	-3	-1	4	-11	10	15	1	-16	1
Cc1oc2ccc(O)cc2c1C(=O)c1ccc(F)cc1	14	-5	9	-7	20	3	1	-7	0.86
Cc1ccc2c(CC(=O)OCc3csc(C)n3)coc2c1	-13	-6	29	-10	7	19	1.1	12	1.1
COc1ccccc1N1CCN(C(=O)NCc2ccc(Cl)cc2)CC1	0	-4	23	-4	18	-5	1	13	1
CCc1c(C)[nH]n(CCC#N)c1=O	8	4	19	2	2	1	0.96	-2	0.92
COC(=O)c1cc(N=Cc2c(O)c3ccccc3oc2=O)cc(C(=O)OC)c1	-14	5	12	-1	-2	5	0.95	2	1.1
Cc1noc(/C=C/N(C)C)c1S(=O)(=O)N1CCCC(C(=O)NC(C)c2ccccc2)C1 (centres undefined)	-13	-3	2	0	2	5	1	-5	1.1
O=C(Nc1cccc(NC(=O)c2ccc(Br)o2)n1)c1ccc(Br)o1	7	0	4	-2	15	-5	1	-7	0.93
COc1ccc(N2CCN(C(=O)CSc3nnc4n3C(C)(C)Cc3ccccc3-4)CC2)cc1	-3	-4	-3	-9	46*	17	1	11	1
CS(=O)(=O)N1CCC(C(=O)N2CCN(c3ccc(F)cc3)CC2)CC1	3	2	1	-6	7	4	0.98	-15	0.97
COc1ccc(-n2ncc3c2CC(C)(C)CC3NC(=O)c2cnc(C)cn2)cc1 (centres undefined)	-2	5	7	3	32	9	0.95	9	1
O=C(Nc1cccc(Cl)c1N1CCCCC1)c1ccc(N2CCOCC2)c([N+](=O)[O-])c1	-2	4	-5	-7	-1	-11	0.96	4	1
CC(C)(C)NC(=O)CSCc1c(Cl)cccc1Cl	-2	-1	26	-1	7	21	1	11	1
O=C(COc1ccc(Cl)cc1)Nc1nc(-c2ccncc2)cs1	9	5	18	-8	23	5	0.95	31	0.91
CCN(CCNC(=O)Cn1c(=O)sc2ccccc21)c1ccccc1	-9	-12	11	1	20	-13	1.1	-4	1.1
COc1ccc(CN(C)C(=O)Cn2cnc3c(OCc4ccccc4)ncnc32)cc1OC	-7	3	3	.	-6	0	0.97	-2	1.1
CCCCNC(=O)/C=C1\Sc2ccccc2NC1=O	-4	-14	16	-6	24	28	1.1	-2	1
CCOC(=O)C1CCCN(C(=O)Cc2ccc(C)cc2)C1 (centres undefined)	20	2	6	-5	13	11	0.98	-6	0.8
Cc1ccc(OCC(=O)N/N=C\c2c(C)n(C)c3ccccc23)c([N+](=O)[O-])c1	-15	10	-4	-25	36	18	0.9	42*	1.1
Cc1ccccc1NC(=O)c1cc(S(=O)(=O)Nc2cccc(C(=O)O)c2)ccc1Cl	-10	3	17	-6	8	-11	0.97	4	1.1
CC(=O)C[C@H](O)CC(=O)[C@H]1OC(=O)[C@@H](C)C/C=C\Cc2ccccc21	2	-6	0	2	19	4	1.1	-14	0.98
CCc1nc2ccccc2n1Cc1ccc(OC)c(OC)c1	-12	-4	11	-5	34	4	1	13	1.1
O=C(CCC1CCCC1)Nc1ccc(C(=O)NCc2cccnc2)cc1	-22	-1	11	1	6	11	1	9	1.2
COc1ccc(NS(=O)(=O)c2ccc(S(=O)(=O)N3CCOCC3)cc2)cc1	1	4	-6	-16	8	-14	0.96	-1	0.99
SMILES	hIAP inh	mIAP inh	NALP3 yeast inh	ATG4B inhibitor	tim10-1 inh	TIM10 inh	mIAP activ	Apaf1 inhib	hIAP act
COc1ccc2c(CC(=O)OCc3nc4ccsc4c(=O)[nH]3)coc2c1	-13	0	11	0	7	-2	1	-2	1.1
COc1cccc(NC(=O)/C=C/c2ccc([N+](=O)[O-])cc2)c1	2	-9	19	-6	-19	-9	1.1	-3	0.98
CCOC(=O)C1CCN(C(=O)c2ccc(Cl)c(S(=O)(=O)N3CCOCC3)c2)CC1	3	-2	-1	-13	-3	1	1	-4	0.97
CC(C)Oc1ccc2ccccc2c1C=O	-38	14	38	-1	15	22	0.86	10	1.4
O=c1oc2ccc3ccccc3c2cc1-c1nnc(-c2cccs2)o1	7	1	12	-4	-1	-6	0.99	-14	0.93
O=C1[C@H]2[C@@H](c3ccc(F)cc3)N3C(=O)N(c4ccc(Br)cc4)C(=O)[C@@]3(Cc3ccc(Cl)cc3)[C@H]2C(=O)N1C1CCCCC1	12	0	5	7	8	7	1	10	0.88
COCCn1c(CN2CCN(c3ccccc3)CC2)nc2c1c(=O)n(C)c(=O)n2C	1	16	-11	-1	-7	-5	0.84	5	0.99
O=C(COC(=O)c1ccccc1O)NCCc1c[nH]c2ccccc12	6	0	19	-4	9	9	1	13	0.94
CNC(=O)c1sc(-c2ccccc2)nc1C	-3	8	13	-3	-6	6	0.92	-5	1
COc1ccc(-c2nc3ccccc3c(=O)n2N)cc1	0	2	11	9	7	3	0.98	-1	1
CC(C)NC(=O)Cn1c(=O)cnc2ccccc21	1	-8	12	14	7	6	1.1	2	0.99
Cc1ccc(C(=O)N/C(=C/c2ccc(-c3cccc([N+](=O)[O-])c3)o2)C(=O)NC(C)(C)C)cc1	10	8	17	3	25	14	0.92	30	0.9
c1ccc(-c2ccc(-n3ccnc3)cc2)cc1	-9	0	11	-2	-4	13	1	-8	1.1
Cc1ccc(CN2[C@@H](Cc3ccccc3)C(=O)CS2(=O)=O)cc1	0	14	19	-3	27	5	0.86	5	0.99
CCC(C)c1ccc(NC(=O)COC(=O)C2=COCCO2)cc1 (centres undefined)	5	-10	11	-2	32	21	1.1	-5	0.95
Cc1ccccc1C(=O)c1c[nH]c(C(N)=O)c1	-5	-2	3	6	-5	3	1	0	1
Cc1ccccc1OCCn1cc(C(=O)C(=O)N2CCOCC2)c2ccccc21	11	2	-6	-15	25	24	0.98	-11	0.89
Nc1cccc(N2C(=O)c3cccc4c(N)ccc(c34)C2=O)c1	14	4	2	-37	-2	2	0.96	-2	0.86
O=C1CCC(C(=O)N2CCN(c3cnccn3)CC2)CN1CCc1ccc(Cl)cc1 (centres undefined)	-25	-2	0	-6	11	8	1	-7	1.3
CCCn1c(N)c(C(=O)CN(C)CC(=O)Nc2cc(C)ccc2C)c(=O)[nH]c1=O	3	4	14	0	8	-13	0.96	-7	0.97
Cc1cccc(C)c1NC(=O)CN(C)C(=O)C1=COCCO1	2	-3	5	0	-8	0	1	27	0.98
S=c1[nH]c2cc(-c3ccccc3)ccc2o1	4	-8	15	-2	43*	31	1.1	11	0.96
O=C(Nc1ccc(C(=O)NCc2ccccc2Cl)cc1)C1=CSCCO1	-2	1	21	32	-5	-7	0.99	4	1
Cc1ccc(C)c(NC(=S)N2CCC(N(C)CC3CCCO3)CC2)c1 (centres undefined)	13	-1	-1	4	1	-1	1	-22	0.87
S=C1SCN(Cc2cccnc2)CN1Cc1ccccc1	-4	-12	19	0	21	0	1.1	5	1

Pulled by compound from above:
SMILES	hIAP inh	mIAP inh	NALP3 yeast inh	ATG4B inhibitor	tim10-1 inh	TIM10 inh	mIAP activ	Apaf1 inhib	hIAP act
Cc1cccc(C)c1NC(=O)CN(C)C(=O)C1=COCCO1	2	-3	5	0	-8	0	1	27	0.98
S=c1[nH]c2cc(-c3ccccc3)ccc2o1	4	-8	15	-2	43*	31	1.1	11	0.96

Arranged by SMILES length (high to low): part of the list above
SMILES	hIAP inh	mIAP inh	NALP3 yeast inh	ATG4B inhibitor	tim10-1 inh	TIM10 inh	mIAP activ	Apaf1 inhib	hIAP act
O=C1[C@H]2[C@@H](c3ccc(F)cc3)N3C(=O)N(c4ccc(Br)cc4)C(=O)[C@@]3(Cc3ccc(Cl)cc3)[C@H]2C(=O)N1C1CCCCC1	12	0	5	7	8	7	1	10	0.88
Cc1ccc(C(=O)N/C(=C/c2ccc(-c3cccc([N+](=O)[O-])c3)o2)C(=O)NC(C)(C)C)cc1	10	8	17	3	25	14	0.92	30	0.9
O=C(Nc1cccc(Cl)c1N1CCCCC1)c1ccc(N2CCOCC2)c([N+](=O)[O-])c1	-2	4	-5	-7	-1	-11	0.96	4	1
COCCn1c(CN2CCN(c3ccccc3)CC2)nc2c1c(=O)n(C)c(=O)n2C	1	16	-11	-1	-7	-5	0.84	5	0.99
Cc1ccccc1OCCn1cc(C(=O)C(=O)N2CCOCC2)c2ccccc21	11	2	-6	-15	25	24	0.98	-11	0.89
Cc1ccc(C)c(NC(=S)N2CCC(N(C)CC3CCCO3)CC2)c1 (centres undefined)	13	-1	-1	4	1	-1	1	-22	0.87
O=C(CCC1CCCC1)Nc1ccc(C(=O)NCc2cccnc2)cc1	-22	-1	11	1	6	11	1	9	1.2
O=C(COc1ccc(Cl)cc1)Nc1nc(-c2ccncc2)cs1	9	5	18	-8	23	5	0.95	31	0.91
CCOC(=O)C1CCCN(C(=O)Cc2ccc(C)cc2)C1 (centres undefined)	20	2	6	-5	13	11	0.98	-6	0.8
Cc1ccc2c(CC(=O)OCc3csc(C)n3)coc2c1	-13	-6	29	-10	7	19	1.1	12	1.1
Cc1oc2ccc(O)cc2c1C(=O)c1ccc(F)cc1	14	-5	9	-7	20	3	1	-7	0.86
Cc1ccccc1C(=O)c1c[nH]c(C(N)=O)c1	-5	-2	3	6	-5	3	1	0	1
CC(C)(C)NC(=O)CSCc1c(Cl)cccc1Cl	-2	-1	26	-1	7	21	1	11	1
CCCCNC(=O)/C=C1\Sc2ccccc2NC1=O	-4	-14	16	-6	24	28	1.1	-2	1
Cc1cc(C)n(CCCO)c(=O)c1C#N	-3	-1	4	-11	10	15	1	-16	1

New compounds follow
SMILES	hIAP inh	mIAP inh	NALP3 yeast inh	ATG4B inhibitor	tim10-1 inh	TIM10 inh	mIAP activ	Apaf1 inhib	hIAP act
CC(=O)OC1=Cc2c(ccc3ccc(=O)oc23)OC1(C)C	25	-10	-5	11	0	-13	1.1	-7	0.75
O=C(O)COc1ccccc1/C=C1\SC(=S)N(c2cccnc2)C1=O	-44	17	30	6	-7	-3	0.83	-2	1.4
COc1ccc(NC(=O)c2cccs2)cc1OC	-5	2	18	-10	-2	20	0.98	-6	1.1
Cc1ccc(S(=O)(=O)NCCCNS(=O)(=O)c2ccc(C)cc2)cc1	-3	-7	25	-12	14	3	1.1	7	1
Clc1ccc2[nH]c(-c3ccccc3)cc2c1	2	0	0	15	50*	39	1	8	0.98
CN(C)c1ccc(S(=O)(=O)N(C)C)cc1[N+](=O)[O-]	-9	3	4	5	5	-11	0.97	7	1.1
COc1ccc(-n2nnnc2SCC(=O)c2ccc(OC)c(OC)c2)cc1	-2	12	2	-11	25	27	0.88	1	1
COCCNC(=O)c1c(CSc2ccc(Cl)cc2)noc1C(=O)NCc1ccccc1	-5	17	12	-10	20	16	0.83	19	1.1
CC(C)(C)OC(=O)C[C@@H]1C/C=C\C[C@H](CC(=O)N(CCO)Cc2ccccc2)C(=O)N[C@@H](Cc2ccccc2)COC1=O	2	-8	8	-8	6	1	1.1	7	0.98
